From PubChem
SRC2 inh: human SRC2 (NCOA2) inhibition. Q15596. HEK293 GAL4-SRC2 luciferase reporter, luminescence. inhibition, % at 9 µM. 0.17% of 370,000 active. AID 651957;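 active = inhibition above the mean inhibition of all tested compounds plus 3 SD, set per campaign, cut at about 52% in these data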;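 note: 0% = DMSO treated cells and 100% = cells given Gossypol at 36 µM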
C8 TRAIL sens: sensitizes caspase-8 expressing cells to TRAIL; AID 624354; 1% of 360,000 active; inhibition (viability loss, TRAIL sensitization), % at 10 µM; NB7+C8 cells + TRAIL, ATPlite viability luminescence;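 active = compounds causing at least 50% loss of cell viability in the single-dose screen, relative to plate controls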
KKLEB tox: reduces viability of KKLEB cystic fibrosis airway cells. KKLEB CF airway cells viability, ATPlite luminescence, overnight; stronger effect = lower value; cells stimulated with P. aeruginosa culture filtrate. activity change (cytotoxicity), % at 5 µM. AID 602141. 0.36% of 360,000 active;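 active = corrected activity change at or below -50% at 5 µM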
CF NFkB inh: inhibitors of cystic fibrosis induced NF-kB; 0.86% of 360,000 active; inhibition, % at 5 µM; KKLEB NF-kB-GFP reporter, PAF-induced, GFP fluorescence overnight;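 active = at least 50% inhibition at 5 µM, scaled per plate between neutral and stimulator controls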;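 note: PAF is a Pseudomonas aeruginosa culture filtrate used as stimulus; plate controls were PAF-stimulated DMSO wells for no effect and unstimulated DMSO wells for full effect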
TROY NFkB inh: TROY signaling inhibition | 0.98% of 360,000 active | AID 1347056 | inhibition, % at 10 µM | Q293 LMP1-TROYcd NF-kB luciferase reporter, 4 h;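 active = compounds whose plate-normalised and pattern-corrected inhibition of the luciferase reporter signal at the single screening dose is 50% or more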
NR5A2 inv ag: suppresses constitutive activity of human LRH-1; O00482; HEK293T StAR-luciferase reporter, LRH-1 transfected, 24 h; inhibition, % at 3.6 µM; 0.13% of 360,000 active; AID 602396;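 active = inhibition above the mean inhibition of all tested compounds plus 3 SD, cut at about 73% in these data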;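 note: 0% = DMSO wells and 100% = reporter-only cells lacking LRH-1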
Target sequence (O00482 whole entry, looked up): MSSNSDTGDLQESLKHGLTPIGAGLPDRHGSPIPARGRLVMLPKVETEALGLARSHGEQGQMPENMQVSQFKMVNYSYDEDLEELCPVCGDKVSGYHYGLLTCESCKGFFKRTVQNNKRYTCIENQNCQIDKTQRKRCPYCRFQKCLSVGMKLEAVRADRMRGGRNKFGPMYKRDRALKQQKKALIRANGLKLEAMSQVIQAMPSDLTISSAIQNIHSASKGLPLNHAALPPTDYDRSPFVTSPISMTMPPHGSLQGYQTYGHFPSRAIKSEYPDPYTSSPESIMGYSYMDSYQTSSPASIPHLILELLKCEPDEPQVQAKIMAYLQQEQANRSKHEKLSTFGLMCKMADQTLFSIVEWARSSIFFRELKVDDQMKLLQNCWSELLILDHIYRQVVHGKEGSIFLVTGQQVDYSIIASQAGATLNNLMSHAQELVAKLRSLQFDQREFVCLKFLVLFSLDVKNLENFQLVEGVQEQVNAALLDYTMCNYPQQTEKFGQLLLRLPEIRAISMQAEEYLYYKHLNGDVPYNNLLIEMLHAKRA
EBV LMP1 NFkB: reduces LMP1-driven NF-kappaB luciferase signal | AID 504558 | 0.69% of 350,000 active | LMP1-induced NF-kappaB luciferase reporter cells, luminescence | inhibition, % at 12.5 µM; in the data active = inhibition above about 41%;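 note: 0% = neutral control wells and 100% = reference inhibitor control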
TWEAK Fn14 block: blocks TWEAK-Fn14 interaction in a reporter cell assay; AID 1159606; TWEAK-stimulated Fn14 reporter cells, luciferase luminescence, 8 h; inhibition, % at 10 µM; 2% of 360,000 active; in the data active = inhibition above about 50%
COUP-TFII inh: blocks human COUP-TFII nuclear receptor; 0.7% of 370,000 active; inhibition, % at 8.6 µM; P24468; HEK293T NGFI-A luciferase reporter, luminescence;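 active = inhibition above a per-plate cutoff, mean inhibition of test wells between control levels plus 3 SD, cut at about 38% in these data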;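 note: cells cotransfected with COUP-TFII expression vector driving the NGFI-A reporter; 0% = median of COUP-TF2 test wells and 100% = reporter-only cells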
Target sequence (P24468 whole entry, looked up): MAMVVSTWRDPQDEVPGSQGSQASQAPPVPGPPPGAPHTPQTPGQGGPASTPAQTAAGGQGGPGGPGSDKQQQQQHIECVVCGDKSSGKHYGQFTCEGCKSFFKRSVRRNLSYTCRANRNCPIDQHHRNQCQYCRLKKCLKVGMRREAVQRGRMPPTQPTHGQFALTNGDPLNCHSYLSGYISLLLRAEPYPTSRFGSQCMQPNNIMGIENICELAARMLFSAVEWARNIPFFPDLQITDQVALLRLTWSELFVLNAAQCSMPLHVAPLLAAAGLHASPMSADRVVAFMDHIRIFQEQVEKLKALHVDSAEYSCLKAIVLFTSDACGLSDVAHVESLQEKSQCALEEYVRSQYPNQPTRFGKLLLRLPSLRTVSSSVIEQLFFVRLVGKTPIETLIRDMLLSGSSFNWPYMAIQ
SRC1 inh: inhibitors of human steroid receptor coactivator 1 (SRC1). Q15788. HEK293 GAL4-SRC1 luciferase reporter, luminescence. inhibition, % at 3.6 µM. 0.12% of 360,000 active. AID 588354;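 active = inhibition above the campaign mean plus 3 SD, with each screening campaign given its own cutoff, cut at about 60% in these data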;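 note: 0% = DMSO treated cells and 100% = gossypol at 36 µM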
NCOA3 inh: human NCOA3 inhibition; Q9Y6Q9; HEK293 GAL4-SRC3 luciferase reporter, luminescence; inhibition, % at 3.6 µM; 0.17% of 360,000 active;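 active = inhibition above a per-campaign cutoff, the mean of all compounds plus 3 SD, cut at about 60% in these data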;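 note: 0% = DMSO-treated cells and 100% = gossypol-treated cells at 36 µM; higher means less SRC3-driven luciferase light from the GAL4 reporter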
* = called active by the depositor.

O=C(c1cccc(N2CCCC2=O)c1)N1CCN(c2ccccc2)CC1 was read as SRC2 inh -5, C8 TRAIL sens 5, KKLEB tox 12, CF NFkB inh -6, TROY NFkB inh 76*, NR5A2 inv ag 1, EBV LMP1 NFkB -1, TWEAK Fn14 block 46, COUP-TFII inh -6, SRC1 inh -3 and NCOA3 inh 4.
CC1CCN(C(=O)COC(=O)c2cc([N+](=O)[O-])ccc2N2CCOCC2)CC1 was read as SRC2 inh -7, C8 TRAIL sens -17, KKLEB tox -37, CF NFkB inh 26, TROY NFkB inh 4, NR5A2 inv ag -9, EBV LMP1 NFkB -2, TWEAK Fn14 block 2, COUP-TFII inh 4, SRC1 inh 8 and NCOA3 inh -2.
COc1ccc(-c2noc(C3CCCN(C(=O)c4ccccc4)C3)n2)cc1 (stereo not drawn) was read as SRC2 inh -12, C8 TRAIL sens -1, KKLEB tox 2, CF NFkB inh 3, TROY NFkB inh -31, NR5A2 inv ag -19, EBV LMP1 NFkB 4, TWEAK Fn14 block -12, COUP-TFII inh 5, SRC1 inh -26 and NCOA3 inh -24.
`CN(C(=O)COC(=O)C1=COCCO1)c1c(N)n(Cc2ccccc2)c(=O)[nH]c1=O` gave SRC2 inh 5, C8 TRAIL sens -17, KKLEB tox 10, CF NFkB inh -9, TROY NFkB inh 1, NR5A2 inv ag 18, EBV LMP1 NFkB 0, TWEAK Fn14 block 13, COUP-TFII inh 22, SRC1 inh -12 and NCOA3 inh -21.
For O=[N+]([O-])c1cccc(/C=C/c2nc[nH]c2[N+](=O)[O-])c1 the results were SRC2 inh -23, C8 TRAIL sens 4, KKLEB tox -8, CF NFkB inh 8, TROY NFkB inh -38, NR5A2 inv ag 9, EBV LMP1 NFkB -11, TWEAK Fn14 block -4, COUP-TFII inh -2, SRC1 inh 1 and NCOA3 inh -12.
For CC1CN(CC(O)COc2ccccc2C(C)(C)C)CC(C)O1 (stereo not drawn) the results were SRC2 inh 0, C8 TRAIL sens 8, KKLEB tox -5, CF NFkB inh 12, TROY NFkB inh 8, NR5A2 inv ag -7, EBV LMP1 NFkB -2, TWEAK Fn14 block -3, COUP-TFII inh 7, SRC1 inh -11 and NCOA3 inh 5.
Screening COc1ccccc1CC(NC(C)=O)C(=O)NC1CCN(C(=O)Nc2ccc(F)cc2)CC1 (stereo not drawn) returned SRC2 inh 5, C8 TRAIL sens -16, KKLEB tox -3, CF NFkB inh 5, TROY NFkB inh 3, NR5A2 inv ag -14, EBV LMP1 NFkB -2, TWEAK Fn14 block 31, COUP-TFII inh -12, SRC1 inh 1 and NCOA3 inh 9.
For CC(C)(C)[C@@H]1COC(=O)[C@H](Cc2ccc(F)cc2)C/C=C\C[C@@H](CC(=O)N(CCO)Cc2ccccc2)C(=O)N1 the results were SRC2 inh 17, C8 TRAIL sens 4, KKLEB tox -1, CF NFkB inh 9, TROY NFkB inh -3, NR5A2 inv ag -1, EBV LMP1 NFkB 4, TWEAK Fn14 block 8, COUP-TFII inh 2, SRC1 inh -27 and NCOA3 inh 7.
CC(C(=O)O/N=C(\N)c1cccnc1)c1ccc([N+](=O)[O-])cc1 (stereo not drawn) was read as SRC2 inh -11, C8 TRAIL sens 4, KKLEB tox -3, CF NFkB inh 22, TROY NFkB inh -21, NR5A2 inv ag 40, EBV LMP1 NFkB -6, TWEAK Fn14 block -26, COUP-TFII inh -20, SRC1 inh 10 and NCOA3 inh 11.
`CCOC(=O)c1nnsc1N` gave SRC2 inh 3, C8 TRAIL sens -2, KKLEB tox 9, CF NFkB inh -13, TROY NFkB inh 1, NR5A2 inv ag -13, EBV LMP1 NFkB 4, TWEAK Fn14 block -2, COUP-TFII inh 6, SRC1 inh 2 and NCOA3 inh 10.
c1ccc(CCNC2=NCCS2)cc1 was read as SRC2 inh 1, C8 TRAIL sens -2, KKLEB tox -1, CF NFkB inh 1, TROY NFkB inh -2, NR5A2 inv ag -8, EBV LMP1 NFkB 0, TWEAK Fn14 block 2, COUP-TFII inh 4, SRC1 inh -10 and NCOA3 inh 1.
CN(CC(=O)Nc1ccc(F)c(F)c1F)c1ncnc2sccc12 was read as SRC2 inh -34, C8 TRAIL sens -8, KKLEB tox -4, CF NFkB inh 1, TROY NFkB inh 14, NR5A2 inv ag 13, EBV LMP1 NFkB 0, TWEAK Fn14 block 2, COUP-TFII inh 8, SRC1 inh -8 and NCOA3 inh -2.
`CCOC(=O)[C@]12CCC=C1N(Cc1cccc3ccccc13)C(=O)[C@H](CC(=O)NCc1cccs1)C2` gave SRC2 inh 30, C8 TRAIL sens -3, TROY NFkB inh 3, NR5A2 inv ag 6, TWEAK Fn14 block 8 and COUP-TFII inh -8.
For COc1ccc(S(=O)(=O)Nc2cccc(SC)c2)cc1C(=O)N1CCOCC1 the results were SRC2 inh -23, C8 TRAIL sens -10, KKLEB tox -5, CF NFkB inh 2, TROY NFkB inh -10, NR5A2 inv ag -14, EBV LMP1 NFkB -6, TWEAK Fn14 block 32, COUP-TFII inh -10, SRC1 inh -24 and NCOA3 inh 8.
`Cc1[nH]c2ccccc2c1/C=C/c1nc2ccccc2c(=O)n1-c1ccc([N+](=O)[O-])cc1` gave SRC2 inh 6, C8 TRAIL sens -4, KKLEB tox -20, CF NFkB inh 7, TROY NFkB inh -27, NR5A2 inv ag -42, EBV LMP1 NFkB -9, TWEAK Fn14 block -48, COUP-TFII inh 0, SRC1 inh -8 and NCOA3 inh 14.
`O=C(NCCCn1ccnc1)c1nc(Cn2ccc([N+](=O)[O-])n2)no1` gave SRC2 inh -31, C8 TRAIL sens -28, KKLEB tox -5, CF NFkB inh 12, TROY NFkB inh 7, NR5A2 inv ag -2, EBV LMP1 NFkB 10, TWEAK Fn14 block 11, COUP-TFII inh -17, SRC1 inh -6 and NCOA3 inh -1.
`Cc1ccc(C(CC(=O)O)NC(=O)c2ccc(S(=O)(=O)N3CCCC3)cc2)cc1` (stereo not drawn) gave SRC2 inh 14, C8 TRAIL sens 7, KKLEB tox -4, CF NFkB inh 7, TROY NFkB inh 2, NR5A2 inv ag 4, EBV LMP1 NFkB -3, TWEAK Fn14 block -3, COUP-TFII inh -5, SRC1 inh -26 and NCOA3 inh 13.
`Nc1ncnc2c1ncn2[C@H]1C[C@H](O)[C@@H](COP(=O)(O)O)O1` gave SRC2 inh -17, C8 TRAIL sens 4, KKLEB tox 0, CF NFkB inh 11, TROY NFkB inh 3, NR5A2 inv ag 4, EBV LMP1 NFkB -13, TWEAK Fn14 block -13, COUP-TFII inh 3, SRC1 inh -3 and NCOA3 inh -3.
For Cc1ccc(NC(=O)c2ccc(F)cc2)nc1 the results were SRC2 inh -56, C8 TRAIL sens 15, KKLEB tox 9, CF NFkB inh -12, TROY NFkB inh -47, NR5A2 inv ag -143, EBV LMP1 NFkB -4, TWEAK Fn14 block 9, COUP-TFII inh -42, SRC1 inh -92 and NCOA3 inh -81.
`O=C(c1cccc(Cl)c1)N(Cc1cccs1)C1CCS(=O)(=O)C1` (stereo not drawn) gave SRC2 inh 4, C8 TRAIL sens -4, KKLEB tox 6, CF NFkB inh -15, TROY NFkB inh 7, NR5A2 inv ag 10, EBV LMP1 NFkB -8, TWEAK Fn14 block -2, COUP-TFII inh 11, SRC1 inh 6 and NCOA3 inh 12.
O=C1N=C(N2CCCCC2)S/C1=C/C1=Cc2ccccc2OC1 was read as SRC2 inh -7, C8 TRAIL sens 1, KKLEB tox -6, CF NFkB inh 2, TROY NFkB inh 41, NR5A2 inv ag -35, EBV LMP1 NFkB -4, TWEAK Fn14 block 18, COUP-TFII inh -19, SRC1 inh -15 and NCOA3 inh -7.
For Cc1nnc(SCC2=C(C(=O)O)N3C(=O)C(NC(=O)c4cc(F)c(F)cc4Cl)C3SC2)s1 (stereo not drawn) the results were SRC2 inh -9, C8 TRAIL sens 36, KKLEB tox -3, CF NFkB inh 4, TROY NFkB inh 22, NR5A2 inv ag -7, EBV LMP1 NFkB -2, TWEAK Fn14 block -7, COUP-TFII inh 16, SRC1 inh -2 and NCOA3 inh -17.
CCc1ccc(CNC(=O)C2Cc3cc(S(=O)(=O)N4CCCC4)ccc3N2C(C)=O)cc1 (stereo not drawn) was read as SRC2 inh 3, C8 TRAIL sens 9, KKLEB tox 3, CF NFkB inh -19, TROY NFkB inh -20, NR5A2 inv ag 5, EBV LMP1 NFkB -14, TWEAK Fn14 block -23, COUP-TFII inh 8, SRC1 inh -31 and NCOA3 inh 1.
For CC(OC(=O)CNC(=O)c1ccc2c(c1)OCO2)C(=O)NCCC1=CCCCC1 (stereo not drawn) the results were SRC2 inh -4, C8 TRAIL sens -2, KKLEB tox -1, CF NFkB inh 6, TROY NFkB inh -28, NR5A2 inv ag -5, EBV LMP1 NFkB -2, TWEAK Fn14 block -9, COUP-TFII inh -9, SRC1 inh 1 and NCOA3 inh 24.
CCCCNC(=O)Cn1c(=O)c2c(ncn2CCC(C)C)n(Cc2ccccc2)c1=O was read as SRC2 inh 4, C8 TRAIL sens 1, KKLEB tox 8, CF NFkB inh 14, TROY NFkB inh 5, NR5A2 inv ag -6, EBV LMP1 NFkB -2, TWEAK Fn14 block -17, COUP-TFII inh -7, SRC1 inh 3 and NCOA3 inh 2.
`COc1ccc(-c2[nH]c(-c3ccc(F)cc3)nc2SCC(=O)NC2CCCC2)cc1` gave SRC2 inh 2, C8 TRAIL sens 15, KKLEB tox 9, CF NFkB inh -18, TROY NFkB inh -6, NR5A2 inv ag -20, EBV LMP1 NFkB -2, TWEAK Fn14 block -17, COUP-TFII inh -1, SRC1 inh 4 and NCOA3 inh 10.
Screening Cc1cc(-n2nc(C)cc2C)nc(N)n1 returned SRC2 inh 13, C8 TRAIL sens -12, KKLEB tox 0, CF NFkB inh 2, TROY NFkB inh 3, NR5A2 inv ag 9, EBV LMP1 NFkB -14, TWEAK Fn14 block -8, COUP-TFII inh 1, SRC1 inh -1 and NCOA3 inh 0.
`Cc1cc(NC(=O)CCC(=O)N(Cc2ccco2)C2(C(=O)NC3CCCC3)CCCCC2)no1` gave SRC2 inh 14, C8 TRAIL sens -4, KKLEB tox 0, CF NFkB inh 2, TROY NFkB inh 5, NR5A2 inv ag -12, EBV LMP1 NFkB -4, TWEAK Fn14 block 7, COUP-TFII inh 14, SRC1 inh 9 and NCOA3 inh -5.
CCCN1Cc2cccc(C(=O)NCc3cccs3)c2C1=O was read as SRC2 inh -15, C8 TRAIL sens -9, KKLEB tox -2, CF NFkB inh 4, TROY NFkB inh 0, NR5A2 inv ag 32, EBV LMP1 NFkB -4, TWEAK Fn14 block 5, COUP-TFII inh 3, SRC1 inh -16 and NCOA3 inh 9.
Oc1ccc2ccccc2c1C=Nc1ccccc1Br was read as SRC2 inh -6, C8 TRAIL sens 13, KKLEB tox 13, CF NFkB inh 1, TROY NFkB inh 16, NR5A2 inv ag 0, EBV LMP1 NFkB 6, TWEAK Fn14 block 6, COUP-TFII inh -25, SRC1 inh -2 and NCOA3 inh 5.
`COC(=O)c1nn(-c2cccc(C)c2)c2nnc(Cc3ccc(C)cc3)c(=O)n12` gave SRC2 inh 7, C8 TRAIL sens -4, KKLEB tox 0, CF NFkB inh 8, TROY NFkB inh 2, NR5A2 inv ag -4, EBV LMP1 NFkB 2, TWEAK Fn14 block 9, COUP-TFII inh 0, SRC1 inh -17 and NCOA3 inh 23.
